# Screens deposited in PubChem by National Center for Advancing Translational Sciences (NCATS).
# Giardia kill = Small Molecules that selectively kill Giardia lamblia: qHTS; Giardia lamblia trophozoite viability; activity change, % at 7.66 µM, hits read low; 340,000 compounds, 0.15% hits; AID 540267, 2011; in the data active = activity change below about -80%; inconclusive = between about -30% and that limit;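 also: parasites exposed to compound for two days anaerobically before the ATP read; % is scaled to controls: 0 for no effect and ±100 for the full control effect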
#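 Trophozoite viability was measured as ATP-dependent luminescence, read 15-30 min after reagent addition. Before that, parasites at 100 cells/well were exposed to compounds for 48 h, anaerobically, at 37 deg C.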
# ELG1 genotoxic = qHTS screen for small molecules that induce genotoxicity in human embryonic kidney (HEK293T) cells expressing luciferase-tagged ELG1; AID 504466, 2011; 330,000 compounds, 1.3% hits; Potency, µM (series often up to 46 µM), inactives show top-dose activity change, positive = activation, most hits filed as activators; HEK293T ELG1-luciferase reporter, luminescence, 16 h; also: potency is read from the fitted curve at half-maximal effect; % of control where 0% means no effect; nearly all actives have a fitted effect of over 60% in size
#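 Genotoxic stress is detected as increased luminescence from luciferase-tagged ELG1 in HEK293T cells, measured with ONE-Glo after a 16 hr treatment at 37 °C.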
# KCNH2 3.1 block = qHTS for Inhibitors of KCHN2 3.1: Mutant qHTS; U2OS KCNH2 3.1, thallium flux FluxOr; stronger effect = lower value; activity change, % (tested at about 1.8 µM); 340,000 compounds, 0.95% hits; AID 720553, 2013;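 active = maximum activity change below -70%; inconclusive = maximum activity change from -70% to -50%; inactive = maximum activity change above -50%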;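 also: thallium influx rate constant from kinetic fluorescence after stimulation buffer; % is scaled to controls: 0 for no effect and ±100 for the full control effect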
#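 Virally transduced U2OS (3.1 isoform, 4 h infection in dark at RT) → overnight 37 C → FluxOr + Red40 in HBSS/HEPES, 45 min → stimulation buffer, 2 min kinetic read → rate constant vs DMSO controls.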
# RORgamma inh = qHTS for inhibitors of ROR gamma transcriptional activity | Drosophila S2 Gal4-RORgamma UAS-luciferase reporter, 20 h | Potency, µM (series often up to 53.6 µM), without a hit: top-dose activity change, negative = inhibition, actives largely listed as inhibitors | 310,000 compounds, 5.4% hits; also: potency is read from the fitted curve at half-maximal effect; % is scaled to controls: 0 for no effect and ±100 for the full control effect; nearly all actives have a fitted effect of over 60% in size
# Target sequence (P51450 whole entry, looked up, the tested form may be a part): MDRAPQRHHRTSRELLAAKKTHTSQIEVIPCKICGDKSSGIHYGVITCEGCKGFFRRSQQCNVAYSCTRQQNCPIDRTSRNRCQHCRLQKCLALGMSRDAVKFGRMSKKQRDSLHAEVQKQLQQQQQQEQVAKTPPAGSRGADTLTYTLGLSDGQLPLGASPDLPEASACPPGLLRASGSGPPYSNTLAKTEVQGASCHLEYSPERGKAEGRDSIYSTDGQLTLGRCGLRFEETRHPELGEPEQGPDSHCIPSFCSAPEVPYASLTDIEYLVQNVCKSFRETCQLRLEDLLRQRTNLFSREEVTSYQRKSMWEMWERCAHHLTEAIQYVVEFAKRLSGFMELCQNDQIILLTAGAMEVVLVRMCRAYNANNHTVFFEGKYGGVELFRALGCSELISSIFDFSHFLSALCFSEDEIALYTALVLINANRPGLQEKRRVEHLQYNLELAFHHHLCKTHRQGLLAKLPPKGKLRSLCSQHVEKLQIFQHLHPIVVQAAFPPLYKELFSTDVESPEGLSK
#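 Schneider cells (Drosophila), stable Gal4 DBD–ROR gamma + UAS-luc; 1 hr cmpd preincubation; Cu2+ induction 700 uM final; 20 hr ambient; luminescence.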
# FLuc counter = qHTS profiling assay for firefly luciferase inhibitor/activator using purifed enzyme and Km concentrations of substrates (counterscreen for miR-21 project). Luciferin 4-monooxygenase (Photinus pyralis), P08659. purified FLuc, Km substrates, luminescence inhibition. Potency, µM (titrated, usually from 57.5 µM), for inactives: at the top dose activity change, negative = inhibition, hits mostly inhibitors. 360,000 compounds, 6.9% hits. AID 588342, 2011;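 also: potency is read from the fitted curve at half-maximal effect; plate controls were vehicle for no effect and reference inhibitor for full effect; nearly all actives have a fitted effect of over 55% in size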
# Target sequence (P08659 whole entry, looked up): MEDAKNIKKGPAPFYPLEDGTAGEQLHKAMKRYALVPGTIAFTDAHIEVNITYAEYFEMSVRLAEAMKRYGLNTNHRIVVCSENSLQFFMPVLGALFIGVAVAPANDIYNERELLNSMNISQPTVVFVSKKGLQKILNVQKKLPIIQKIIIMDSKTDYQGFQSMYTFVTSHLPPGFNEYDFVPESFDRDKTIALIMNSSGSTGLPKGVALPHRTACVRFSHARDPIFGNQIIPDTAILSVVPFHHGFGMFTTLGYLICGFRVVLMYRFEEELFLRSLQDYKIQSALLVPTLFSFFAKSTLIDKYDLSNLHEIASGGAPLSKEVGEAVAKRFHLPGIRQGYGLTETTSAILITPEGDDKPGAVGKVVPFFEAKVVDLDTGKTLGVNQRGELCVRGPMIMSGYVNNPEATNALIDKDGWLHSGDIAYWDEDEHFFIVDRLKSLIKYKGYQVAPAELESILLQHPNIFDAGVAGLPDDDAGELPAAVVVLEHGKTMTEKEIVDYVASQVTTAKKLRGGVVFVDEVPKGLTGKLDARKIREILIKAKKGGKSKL
#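 Purified P. pyralis luciferase (10nM final) with 10uM D-luciferin and 10uM ATP (Km levels) in 50mM Tris acetate pH 7.5, 10mM Mg acetate, 0.01% Tween-20, 0.05% BSA; qHTS 6-point titration, ~60 µM downward; luminescence read.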
# Tb PFK block = qHTS Assay to Find Inhibitors of T. brucei phosphofructokinase; ATP-dependent 6-phosphofructokinase (Trypanosoma brucei brucei), O15648; T. brucei PFK, ADP-Glo luminescence; Potency, µM (titrated, usually from 57.5 µM), inactives show at the highest dose activity, negative = inhibition, most hits filed as inhibitors; 330,000 compounds, 0.17% hits;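 also: potency is read from the fitted curve at half-maximal effect; 0% = uninhibited 1x PFK enzyme wells and -100% = no-enzyme wells; nearly all actives have a fitted effect of over 60% in size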
#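 Activity is normalized to no-enzyme wells (full inhibition) and 1.25 nM enzyme wells (no inhibition). Reaction: 0.5 mM F6P, 0.1 mM ATP, 45 min RT, ADP-Glo luminescence; concentration-response curves fitted and classed by quality.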
# Coupling enz = qHTS Assay for Inhibitors of Fructose-1,6-bisphosphate Aldolase from Giardia Lamblia: Coupling assay counterscreen. coupling enzyme system counterscreen, AmpLite Red fluorescence. activity change, negative = inhibition, % at 58.2 µM, hits read low. 290,000 compounds, 0.67% hits. AID 2472, 2010; in the data active = activity change below about -30%; also: % is scaled to controls: 0 for no effect and ±100 for the full control effect
#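 Final compound at 57.5 uM, incubated 10 min at RT with coupling enzyme reagent (glyceraldehyde-3-phosphate), then 20 min with substrate and AmpLite Red detection. Fluorescence read at 525/598 nm; tests interference with the coupling assay, not aldolase inhibition.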
# uPA surface inh = qHTS for Inhibitors of Cell Surface uPA Generation; cell surface uPA generation assay, qHTS; Potency, µM (highest dose often 38.3 µM), without a hit: top-dose activity change, negative = inhibition, hits mostly inhibitors; 330,000 compounds, 0.31% hits; AID 540303, 2011; active = well fitted inhibition curve with a large enough effect; inconclusive = small, poorly fitted or top-dose-only effect; inactive = no such curve, though single readings can be large or run the other way; tested in mouse RAW 264.7 cells; also: potency is read from the fitted curve at half-maximal effect; % is scaled to controls: 0 for no effect and ±100 for the full control effect; nearly all actives have a fitted effect of over 55% in size
# VP16 counter = VP16 counterscreen qHTS for inhibitors of ROR gamma transcriptional activity; Potency, µM (top dose mostly 53.6 µM), inactives show at the highest dose activity, negative = inhibition, usual class: inhibitors; 310,000 compounds, 3.5% hits; AID 2546, 2010; Drosophila S2 Gal4-VP16 UAS-luciferase, luminescence, 20 h;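 also: Gal4-VP16 expression switched on by copper sulfate through the metallothionein promoter; potency is read from the fitted curve at half-maximal effect; % is scaled to controls: 0 for no effect and ±100 for the full control effect; nearly all actives have a fitted effect of over 50% in size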
# NPC1 prom act = qHTS Assay for NPC1 Promoter Activators; Potency, µM (titrated, usually from 9.22 µM), for inactives: at the highest dose activation, usual class: activators; 320,000 compounds, 2.4% hits; Huh7 NPC1 promoter luciferase reporter, 24 h;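 also: potency is read from the fitted curve at half-maximal effect; % of control where 0% means no effect; nearly all actives have a fitted effect of over 60% in size; reporter is driven by a mutant NPC1 promoter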
#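 Stably transfected Huh7 (NPC1 promoter→luciferase), 1500 cells/well in Opti-MEM + 10% FBS, 2 h settle, then compound 24 h at 37 °C. Luminescence after 10 min with Amplite reagent.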
# Rab9 prom act = qHTS Assay for Rab9 Promoter Activators | Huh7 Rab9 promoter-luciferase reporter, luminescence, 24 h | Potency, µM (doses to about 9.22 µM), inactives show top-dose activation, negative = inhibition, most hits filed as activators | 320,000 compounds, 2.8% hits; also: potency is read from the fitted curve at half-maximal effect; % of control where 0% means no effect; nearly all actives have a fitted effect of over 60% in size
#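 Cells were plated at 1500 per well in reduced-serum medium with 10% FBS and left 2 h. Compound in DMSO was then added for 24 h at 37 °C. Reporter signal was read by luminescence after 10 min with luciferase detection reagent.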
# * = called active by the depositor; ? = inconclusive; . = no result given; [ ] = remark or other dose. Unless noted, calls follow the shape of the dose curve; as a rule, active = well fitted curve in the direction sought with a large enough effect; inconclusive = small, poorly fitted or top-dose-only effect, or another doubt; inactive = no such curve, though single readings can be large; an effect the other way counts as inactive or inconclusive.
SMILES,Giardia kill,ELG1 genotoxic,KCNH2 3.1 block,RORgamma inh,FLuc counter,Tb PFK block,Coupling enz,uPA surface inh,VP16 counter,NPC1 prom act,Rab9 prom act
CC1(c2ccc(Cl)cc2)NC(=O)N(CC(=O)NCc2cccs2)C1=O (stereo not given),10.6,-0.1%,-3.4,30.3%,-0.2%,7.3%,2.7,1.5%,-3.3%,-1.0%,1.8%
C=CCSc1nc2ccccc2n1C(=O)/C=C/c1cc(OC)c(OC)c(OC)c1,3.6,-5.5%,1.4,3.55µM*,5.8%,-2.3%,7.3,.,5.01µM*,-27.2%,-38.1%[inhibitor]
O=S(=O)(/C=C/c1ccccc1)n1cnc2ccccc21,-15.1,1.5%,19.5,-4.8%,-9.7%,3.5%,2.9,10.6%,-1.8%,2.1%,1.3%
O=C(NNS(=O)(=O)c1ccccc1)c1sccc1-n1cccc1,6.7,0.2%,1.2,-11.9%,0.1%,-0.5%,-3.2,3.8%,-6.7%,-1.0%,-2.9%
COc1ccc(C)cc1N(C)C(=O)c1coc(=O)c2ccccc12,-19.6,-1.9%,1.2,1.1%,-0.4%,1.0%,0.9,-3.1%,-4.3%,3.3%,-0.7%
COc1ccc(CCN(C)CC(=O)Nc2c(C)cc(C)cc2C)cc1OC,9.5,-4.7%,-2.3,10.3%,6.9%,1.9%,1.3,-0.9%,15.1%,-2.5%,-0.4%
CCN1CCCC1CNC(=O)c1cc(NC(C)=O)c(N(C)C)cc1OC (stereo not given),-11.9,3.8%,-14.6,-7.7%,0.3%,-1.3%,1.2,-0.1%,1.4%,-0.7%,-0.1%
CCc1cc(CNC(=O)CC2C(=O)NCCN2Cc2ccc(-c3ccccc3)cc2)on1 (stereo not given),1.5,-3.8%,3.4,6.5%,-3.2%,-2.0%,0.8,-4.7%,-5.0%,3.5%,4.2%
O=C(Nc1ccc2c(c1)OCO2)c1ccccc1,-3.8,?,-4.3,-18.9%,9.53µM*,-8.5%,6.0,-10.4%,-3.1%,1.78µM*,1.12µM*
CC(=O)Nc1nonc1C(=O)N1CCC(C)CC1,8.3,-0.2%,-1.1,0.6%,5.0%,-3.3%,-0.8,.,1.2%,-8.2%,-1.6%
COC(=O)CSCC(=O)Nc1nnc(-c2ccccc2C)s1,0.6,0.2%,-14.3,?,?,-4.2%,-0.8,-0.1%,?,-1.1%,-7.9%
O=C(CS(=O)(=O)Cc1ccccc1)NCc1ccco1,-7.6,0.6%,12.7,-0.6%,-8.1%,1.2%,0.6,0.1%,5.8%,-0.3%,-2.6%
O=C(NCCN1CCOCC1)c1cc2c(=O)n3ccccc3nc2n1Cc1ccccc1,13.7,0.3%,1.7,-0.1%,4.2%,-0.1%,-1.4,.,-6.7%,0.2%,1.6%
N/C(=N\OC(=O)c1ccccc1Cl)c1ccc(Cl)cc1,12.0,2.59µM*,-17.1,?,1.35µM*,-11.6%,-2.1,2.5%,-24.5%,19.8%,?
CCOc1ccc(NC(=O)CN(C)C(=O)Cn2c(=O)cnc3ccccc32)cc1OCC,3.2,0.7%,-9.2,.,3.0%,7.6%,.,-7.6%,.,-0.8%,3.2%
CCN(CC)CCN(C(=O)c1ccc(S(=O)(=O)N(C)C2CCCCC2)cc1)c1nc2ccc(OC)cc2s1,19.9,-2.0%,-4.1,-15.9%,3.2%,1.7%,.,-2.3%,-6.7%,1.5%,-1.5%
C/C(CC(=O)NC(C)C)=N\NC(=O)C(c1ccccc1)c1ccccc1,-24.6,0.0%,.,8.7%,-2.1%,-1.4%,1.5,2.3%,8.5%,-1.8%,-8.2%
CCCOC(=O)c1c(NC(=O)C2C3C=CC(C3)C2C(=O)O)sc2c1CCC(C)C2 (stereo not given),-13.5,-1.5%,-17.2,2.8%,?,-14.7%,18.3,-16.7%,5.1%,-2.5%,0.7%
O=c1c2ccccc2oc2nc3ccn(Cc4ccncc4)c(=O)c3cc12,.,-0.7%,.,3.9%,-11.2%,0.0%,6.9,.,0.7%,9.7%,13.0%
CN1CCN(C(=S)Nc2cccc(C(F)(F)F)c2)CC1,0.6,-1.3%,15.2,2.3%,2.2%,-0.2%,-1.0,3.4%,-1.9%,3.7%,-0.2%
O=C(O)[C@H]1CCC(=O)N1Cc1ccco1,15.3,-0.3%,-2.4,6.7%,2.4%,-7.3%,0.8,3.9%,0.3%,-1.1%,-3.8%
COC(=O)N(C)c1nc2ccccc2s1,6.1,?,-0.4,-0.1%,23.9µM*,-1.9%,1.3,7.9%,-12.5%,12.6%,27.5%
Cc1c(Cl)c([N+](=O)[O-])nn1CCCC(=O)Nc1c(Cl)cccc1Cl,-3.3,-2.9%,4.5,-8.3%,-2.2%,-3.5%,4.4,2.2%,-7.7%,-1.9%,-6.8%
C=CCOc1ccc(C2NC(=O)NC(C)=C2C(=O)OC)cc1 (stereo not given),-8.7,-5.0%,-3.2,18.9%,?,0.0%,5.5,-0.1%,-7.3%,1.1%,-8.4%
CCCC(C(=O)NC1CCCC1)N(C(=O)c1snc(C(N)=O)c1N)c1ccc(OCC)cc1 (stereo not given),2.4,2.4%,-13.9,23.0%,3.1%,0.3%,0.1,7.1%,-2.1%,-7.8%,3.1%
# Going on with the list.
SMILES,Giardia kill,ELG1 genotoxic,KCNH2 3.1 block,RORgamma inh,FLuc counter,Tb PFK block,Coupling enz,uPA surface inh,VP16 counter,NPC1 prom act,Rab9 prom act
O=c1[nH]c(CSc2nnc(-c3ccccc3)n2C2CCCCC2)nc2ccccc12,0.8,-1.8%,-26.8,-11.5%,3.0%,-3.6%,0.1,.,-4.2%,-5.7%,8.2%
CCOC(=O)C1CCN(C(=O)c2ccc(S(=O)(=O)Nc3ccccc3Cl)cc2)CC1,-4.5,-2.8%,16.9,.,0.5%,7.6%,.,-1.2%,.,-0.3%,-5.6%
Cc1n[nH]c(=O)n1-c1ccc(Oc2ccccc2)cc1,-5.2,5.8%,-2.9,2.82µM*,?,0.6%,0.8,-2.2%,0.891µM*,3.7%,0.4%
Cn1cnnc1SCC(=O)Nc1ccc2ccccc2c1,6.4,11.6%,27.6,.,?,-6.0%,.,-0.9%,.,8.3%,5.4%
CC(=O)N1CCc2c(sc(NC(=O)CCS(=O)(=O)c3ccccc3)c2C#N)C1,-1.3,16.2%,.,?,1.8%,2.3%,1.8,-11.7%,?,-3.3%,-2.5%
Cc1cc(OC(=O)c2cccc(Br)c2)c([N+](=O)[O-])c(=O)[nH]1,-3.0,4.3%,-3.8,-0.4%,2.4%,-0.5%,-3.1,10.3%,-16.6%,0.3%,13.4%
CC(C)Cc1cc(C(=O)N2CCCC(CO)(Cc3ccc(F)cc3F)C2)n[nH]1 (stereo not given),-0.7,0.0%[9.26 µM],0.3,?,-1.8%,-0.5%,0.4,-6.0%,?,1.1%,2.6%
Cc1ccccc1-c1nc(CN2CCC(C(=O)NCc3cccs3)CC2)c(C)o1,-8.1,-5.2%,-1.6,-0.5%,-0.2%,2.1%,0.1,-4.5%,-0.2%,-3.7%,-5.3%
CCc1nnc(NC(=O)c2ccc(-c3cc(C(F)(F)F)ccc3Cl)o2)s1,-5.6,-1.3%,14.5,-15.8%,2.1%,0.9%,-1.2,.,0.8%,-5.9%,-4.1%
COc1ccc(C(=O)C2CCCN(Cc3ccc(C#CCCO)cc3)C2)c(OC)c1 (stereo not given),-5.6,-9.1%,-1.1,34.3%,0.9%,-6.1%,-3.8,10.8%,2.2%,-3.8%,-17.4%
CC(C)OC(=O)CC1=NC(=O)CS1,-8.7,-0.6%,-12.7,17.4%,-5.3%,-2.3%,3.2,-3.0%,-2.7%,-0.2%,-9.0%
COc1cc(/C=N/NC(=O)C(=O)/C=C2\NC(C)(C)Cc3ccccc32)ccc1O,30.5[activator],-11.5%,-2.3,21.6%,?,-3.2%,-13.6,-8.9%,9.1%,-3.1%,3.1%
O=C(O)c1ccccc1NS(=O)(=O)c1cccc(C(F)(F)F)c1,-1.9,-4.0%,0.8,8.0%,1.5%,2.1%,14.2,.,-1.0%,-3.1%,-2.7%
